CCHF vOTU inh: CCHFV vOTU protease inhibition. Pep-AMC fluorescence. inhibition, % at 11.5 µM. actives 0.55% (n = 370,000). AID 651958; in the data active means inhibition above about 30%; further: 0% = vehicle wells with enzyme and 100% = no enzyme wells
DUSP3 inh: inhibitors of human VHR1 phosphatase (DUSP3). recombinant VHR phosphatase, pNPP absorbance. inhibition, % at 13.3 µM. actives 0.52% (n = 290,000). AID 1654; in the data active means inhibition above about 50%; further: some compounds called inactive have numbers as strong as hits
Target sequence (P51452 whole entry, looked up): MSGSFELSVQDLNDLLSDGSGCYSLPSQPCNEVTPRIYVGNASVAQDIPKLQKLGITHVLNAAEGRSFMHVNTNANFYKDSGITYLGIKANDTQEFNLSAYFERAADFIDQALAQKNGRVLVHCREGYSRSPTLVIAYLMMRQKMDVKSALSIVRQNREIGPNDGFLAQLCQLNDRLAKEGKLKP
PfHsp40 yeast: restores yeast growth despite PfHsp40 toxicity; AID 504582; S. cerevisiae expressing PfHsp40, growth rescue, ATP luminescence; growth rescue, % at 12.5 µM; actives 0.68% (n = 340,000); in the data active means growth rescue above about 28%, passing the limit was not always enough; inconclusive means no clear call, values can overlap the other calls;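 further: yeast W303a lacking pdr1 and pdr3 grown in galactose medium; growth measured after three days at 30 °C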
Y pestis TopoI: inhibitors of Yersinia pestis topoisomerase I | Y. pestis Topo-I cleavage product accumulation, plate reader | activity, % at 10 µM | actives 0.064% (n = 360,000); in the data active means activity above about 50%, passing the limit was not always enough; inconclusive means no clear call, values can overlap the other calls; further: inactives centre near 2
BoNT A protease: BoNT A light chain protease inhibition. multiplex microsphere protease substrate cleavage, flow cytometry. inhibition, % at 10 µM. actives 0.17% (n = 360,000); further: plate controls were buffer without enzyme for full effect and enzyme alone for no effect
PriA SSB inh: blocks PriA binding to SSB C-terminal tail. actives 0.6% (n = 430,000). AlphaScreen SSBct-PriA binding, biotinylated peptide. inhibition, % at 33 µM; in the data active means inhibition mostly above about 37%, no sharp cut-off; inactive means mostly below about 20%;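 further: plate controls were negative control peptide for no effect and reference peptide for full effect; strong numbers were not always called active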
Anthrax LF prot: anthrax lethal factor protease inhibition; P15917; multiplex microsphere protease cleavage assay, LF; inhibition, % at 10 µM; actives 0.12% (n = 360,000); further: plate controls were buffer without enzyme for full effect and enzyme alone for no effect
Target sequence (P15917 whole entry, looked up): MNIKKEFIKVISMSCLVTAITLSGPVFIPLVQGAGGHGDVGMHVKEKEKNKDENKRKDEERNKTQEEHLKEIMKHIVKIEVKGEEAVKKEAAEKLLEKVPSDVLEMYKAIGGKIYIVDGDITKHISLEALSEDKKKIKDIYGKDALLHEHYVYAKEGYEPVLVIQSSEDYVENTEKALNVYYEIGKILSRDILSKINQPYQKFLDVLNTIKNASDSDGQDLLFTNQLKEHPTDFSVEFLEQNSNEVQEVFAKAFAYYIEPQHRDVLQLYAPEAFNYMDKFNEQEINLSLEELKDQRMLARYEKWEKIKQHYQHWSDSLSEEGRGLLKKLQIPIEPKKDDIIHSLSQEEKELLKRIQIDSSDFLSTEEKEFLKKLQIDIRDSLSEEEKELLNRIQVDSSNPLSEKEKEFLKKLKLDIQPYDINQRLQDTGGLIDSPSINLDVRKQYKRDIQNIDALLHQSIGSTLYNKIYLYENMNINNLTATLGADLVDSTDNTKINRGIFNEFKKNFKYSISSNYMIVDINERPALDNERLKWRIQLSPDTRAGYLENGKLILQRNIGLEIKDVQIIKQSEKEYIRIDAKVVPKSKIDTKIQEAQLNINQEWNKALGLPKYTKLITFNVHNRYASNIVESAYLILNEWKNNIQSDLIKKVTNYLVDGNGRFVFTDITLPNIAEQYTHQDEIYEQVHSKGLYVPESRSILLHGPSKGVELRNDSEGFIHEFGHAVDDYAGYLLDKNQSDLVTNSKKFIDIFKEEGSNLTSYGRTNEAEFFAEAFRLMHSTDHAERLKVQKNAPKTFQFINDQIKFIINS
TcdB GH inh: blocks C. difficile toxin B glycohydrolase activity. actives 0.24% (n = 350,000). inhibition, % at 9.99 µM. P18177. TcdB glycohydrolase enzymatic assay, plate reader; in the data active means inhibition above about 10%
BH1578 lux ind: inducers of Vibrio cholerae quorum light production without autoinducers | V. cholerae BH1578 lux reporter, luminescence, 6 h | activation, % at 18.7 µM | actives 0.16% (n = 350,000) | AID 588436; in the data active means activation mostly above about 9.7%, no sharp cut-off; inconclusive means no clear call, values can overlap the other calls; inactive means mostly below about 3.7%; further: not every result past the cut was called active; inactives centre near 0; reference of the scale not given here
3CLpro inhibitor: SARS-CoV 3CLpro protease inhibition. AID 1706. inhibition, % at 6 µM. actives 0.14% (n = 290,000). P0C6X7. recombinant SARS-CoV 3CLpro, quenched FRET peptide cleavage; in the data active means inhibition above about 12%
* = called active by the depositor. Unless noted, no stated cut-off is given here; in the data, active means inhibition above about 30%; inconclusive means no clear call, values can overlap the other calls; inactive means below that. This is a subset; count on the stated rates, not on these rows.

The opening 3 compounds, to show the layout:
For CCOC(=O)C1CCN(c2ncnc3nc[nH]c23)CC1 the results were CCHF vOTU inh 7, DUSP3 inh 21, PfHsp40 yeast -0.4, Y pestis TopoI 1, BoNT A protease -0.7, PriA SSB inh -11, Anthrax LF prot -2, TcdB GH inh -2.9, BH1578 lux ind -0.3 and 3CLpro inhibitor 0.
`[O-]/[N+](=C/c1ccc(F)cc1)c1ccccc1` gave CCHF vOTU inh 9, DUSP3 inh 35, PfHsp40 yeast 0.0, Y pestis TopoI -3, BoNT A protease 0.2, PriA SSB inh -11, Anthrax LF prot 4, BH1578 lux ind 9.1 and 3CLpro inhibitor -2.
Screening O=C(Nc1ccc2c(c1)OCO2)Nc1cnccn1 returned CCHF vOTU inh 7, DUSP3 inh -13, PfHsp40 yeast -0.1, Y pestis TopoI 4, BoNT A protease -3.8, PriA SSB inh -25, Anthrax LF prot 0, BH1578 lux ind -0.2 and 3CLpro inhibitor -2.

All compounds of this part, repeating the preview:
For CCOC(=O)C1CCN(c2ncnc3nc[nH]c23)CC1 the results were CCHF vOTU inh 7, DUSP3 inh 21, PfHsp40 yeast -0.4, Y pestis TopoI 1, BoNT A protease -0.7, PriA SSB inh -11, Anthrax LF prot -2, TcdB GH inh -2.9, BH1578 lux ind -0.3 and 3CLpro inhibitor 0.
`[O-]/[N+](=C/c1ccc(F)cc1)c1ccccc1` gave CCHF vOTU inh 9, DUSP3 inh 35, PfHsp40 yeast 0.0, Y pestis TopoI -3, BoNT A protease 0.2, PriA SSB inh -11, Anthrax LF prot 4, BH1578 lux ind 9.1 and 3CLpro inhibitor -2.
Screening O=C(Nc1ccc2c(c1)OCO2)Nc1cnccn1 returned CCHF vOTU inh 7, DUSP3 inh -13, PfHsp40 yeast -0.1, Y pestis TopoI 4, BoNT A protease -3.8, PriA SSB inh -25, Anthrax LF prot 0, BH1578 lux ind -0.2 and 3CLpro inhibitor -2.
COc1ccccc1N1CCN(c2ccc([N+](=O)[O-])cc2Cl)CC1 was read as CCHF vOTU inh 7, DUSP3 inh -4, PfHsp40 yeast 1.1, Y pestis TopoI 2, BoNT A protease 0.9, PriA SSB inh 27, Anthrax LF prot 0, BH1578 lux ind -0.4 and 3CLpro inhibitor 5.
Screening O=C(O)c1ccc([N+](=O)[O-])nc1 returned CCHF vOTU inh 2, Y pestis TopoI 9, BoNT A protease -0.4, Anthrax LF prot -8, TcdB GH inh 1.4 and BH1578 lux ind inactive.
For Cc1ccc(S(=O)(=O)Nc2ncnc3sccc23)cc1C the results were CCHF vOTU inh 8, PfHsp40 yeast -0.1, Y pestis TopoI -3, BoNT A protease 5.5, PriA SSB inh -6, Anthrax LF prot 10, TcdB GH inh -1.0 and BH1578 lux ind -10.
O=C(CCc1nc2ccccc2n1-c1ccccc1)NCCO was read as CCHF vOTU inh 0, DUSP3 inh -7, PfHsp40 yeast -0.1, Y pestis TopoI 2, BoNT A protease -1.4, PriA SSB inh -8, Anthrax LF prot -1, TcdB GH inh -0.1, BH1578 lux ind inactive and 3CLpro inhibitor -4.
Screening Clc1ccc(N(CC2CO2)CC2CO2)cc1 (stereo unspecified) returned CCHF vOTU inh -3, PfHsp40 yeast -0.6, Y pestis TopoI 6, BoNT A protease -1.2, PriA SSB inh -6, Anthrax LF prot -6 and TcdB GH inh 0.6.
For CCC(CC)C(=O)Nc1ccc(-c2cn3cccnc3n2)cc1 the results were CCHF vOTU inh -372, DUSP3 inh -11, PfHsp40 yeast -0.3, Y pestis TopoI -2, BoNT A protease 0.0, PriA SSB inh -1, Anthrax LF prot -7, TcdB GH inh -1.1, BH1578 lux ind inactive and 3CLpro inhibitor 0.
Screening CCOc1ccc(C(=O)CCC(=O)NC(CC(C)C)C(=O)OC)cc1 (stereo unspecified) returned CCHF vOTU inh -14, DUSP3 inh 4, PfHsp40 yeast 1.8, Y pestis TopoI -8, BoNT A protease 0.8, PriA SSB inh -6, Anthrax LF prot 5, TcdB GH inh -0.8, BH1578 lux ind inactive and 3CLpro inhibitor -1.
For CCCCC(=O)Nc1ncc(Br)s1 the results were DUSP3 inh 3, PfHsp40 yeast -1.3, Y pestis TopoI -8, BoNT A protease 6.9, PriA SSB inh -19, Anthrax LF prot 0, TcdB GH inh 1.2, BH1578 lux ind 0.9 and 3CLpro inhibitor 3.
Cc1ccccc1C(=O)NC1CCN(CC(=O)Nc2c(C)cccc2C)CC1 was read as CCHF vOTU inh -4, DUSP3 inh 31, PfHsp40 yeast -0.6, Y pestis TopoI -12, BoNT A protease 1.0, PriA SSB inh 5, Anthrax LF prot -8, BH1578 lux ind -0.3 and 3CLpro inhibitor 2.
For CC(C)CCNC(=O)NC(=O)CSc1ccc(S(=O)(=O)N2CCOCC2)cn1 the results were CCHF vOTU inh 2, PfHsp40 yeast -0.2, Y pestis TopoI 11, BoNT A protease 0.2, PriA SSB inh -2, Anthrax LF prot -6, TcdB GH inh 2.5 and BH1578 lux ind 1.5.
CCN(C(=O)CSC1=Nc2ccccc2C2CC=NN12)C1CCS(=O)(=O)C1 (stereo unspecified) was read as CCHF vOTU inh -6, DUSP3 inh 24, PfHsp40 yeast 1.1, Y pestis TopoI 2, BoNT A protease 0.8, PriA SSB inh 10, Anthrax LF prot -2, TcdB GH inh 1.4, BH1578 lux ind -0.3 and 3CLpro inhibitor -2.
`Cc1cccc(NC(=O)C2CCCN(S(=O)(=O)c3ccc4[nH]c(=O)ccc4c3)C2)n1` (stereo unspecified) gave CCHF vOTU inh 5, DUSP3 inh -7, PfHsp40 yeast 0.6, Y pestis TopoI -2, BoNT A protease 0.7, PriA SSB inh -9, Anthrax LF prot -1, TcdB GH inh 2.0, BH1578 lux ind -0.9 and 3CLpro inhibitor -6.
Screening CCOC(=O)N1CCN(S(=O)(=O)c2ccc(C)cc2)C1c1ccccc1 (stereo unspecified) returned CCHF vOTU inh 7, DUSP3 inh 25, PfHsp40 yeast 1.4, Y pestis TopoI 5, BoNT A protease 0.9, PriA SSB inh 8, Anthrax LF prot 7, BH1578 lux ind -0.4 and 3CLpro inhibitor -1.
`COC(=O)c1ccccc1NC(=O)COC(=O)c1ccccc1N=Nc1ccc(N(C)C)cc1` gave CCHF vOTU inh -8, DUSP3 inh -5, PfHsp40 yeast 73*, Y pestis TopoI 22, BoNT A protease -1.3, PriA SSB inh 61, Anthrax LF prot -3, BH1578 lux ind -0.2 and 3CLpro inhibitor 1.
CCOC(=O)NC(Nc1ncccn1)(C(F)(F)F)C(F)(F)F was read as CCHF vOTU inh 8, DUSP3 inh 3, PfHsp40 yeast -0.8, Y pestis TopoI 1, BoNT A protease -0.4, PriA SSB inh -6, Anthrax LF prot 6, BH1578 lux ind inactive and 3CLpro inhibitor -2.
CCOC(=O)C1(CCOc2ccccc2)CCN(C(=O)CCSC)CC1 was read as CCHF vOTU inh -9, PfHsp40 yeast 1.0, Y pestis TopoI 17, PriA SSB inh -11, TcdB GH inh 0.7, BH1578 lux ind -0.9 and 3CLpro inhibitor -4.
CC(SCc1ccccc1)C(=O)NN=C1CCN(C)CC1 (stereo unspecified) was read as CCHF vOTU inh -13, DUSP3 inh -1, PfHsp40 yeast -1.7, Y pestis TopoI 0, BoNT A protease -1.1, PriA SSB inh -14, Anthrax LF prot -6, TcdB GH inh 1.2, BH1578 lux ind -1.8 and 3CLpro inhibitor 1.
For COCCNC(=O)c1c(CSc2ccccc2)noc1C(=O)NCc1ccccc1 the results were CCHF vOTU inh -4, DUSP3 inh 22, PfHsp40 yeast 1.1, Y pestis TopoI 25, BoNT A protease -0.9, PriA SSB inh -12, Anthrax LF prot -10, TcdB GH inh 0.1 and BH1578 lux ind -0.3.
Screening O=C(NC12CC3CC(CC(C3)C1)C2)c1ccc(-c2cccc(Cl)c2)o1 returned CCHF vOTU inh 20, DUSP3 inh 15, PfHsp40 yeast -0.7, Y pestis TopoI -3, BoNT A protease -1.6, PriA SSB inh 3, Anthrax LF prot 1, BH1578 lux ind -0.3 and 3CLpro inhibitor 3.
For COc1ccc2cc(C3(C)NC(=O)N(CC(=O)NCc4ccco4)C3=O)ccc2c1 (stereo unspecified) the results were CCHF vOTU inh -5, DUSP3 inh 22, PfHsp40 yeast 0.2, Y pestis TopoI 0, BoNT A protease 1.3, PriA SSB inh 2, Anthrax LF prot -2, BH1578 lux ind inactive and 3CLpro inhibitor 16*.
O=C(Nc1nc(-c2ccccc2)c(-c2ccccc2)s1)c1ccc(S(=O)(=O)N(CCCl)CCCl)cc1 was read as CCHF vOTU inh -21, DUSP3 inh 1, PfHsp40 yeast 1.0, Y pestis TopoI 1, BoNT A protease 0.5, PriA SSB inh -2, Anthrax LF prot 0, TcdB GH inh 0.1, BH1578 lux ind -4.8 and 3CLpro inhibitor -5.
Screening CCCC12CN3CCN(CC(C3)/C1=N\NC(=O)c1ccc(F)cc1)C2 returned CCHF vOTU inh 5, DUSP3 inh 11, PfHsp40 yeast 0.3, Y pestis TopoI 5, BoNT A protease -0.2, Anthrax LF prot -6, TcdB GH inh -1.9, BH1578 lux ind -0.3 and 3CLpro inhibitor -5.
Screening CCN(CC(=O)NC1CCS(=O)(=O)C1)c1nc(-c2ccccc2)nc2ccccc12 (stereo unspecified) returned CCHF vOTU inh 7, DUSP3 inh 25, PfHsp40 yeast -0.6, Y pestis TopoI -2, BoNT A protease -0.8, PriA SSB inh -5, Anthrax LF prot 2, BH1578 lux ind 2.9 and 3CLpro inhibitor -2.
For C/C(=N\n1c(C)nc2ccccc2c1=O)c1ccc(C)o1 the results were CCHF vOTU inh -1, DUSP3 inh 20, PfHsp40 yeast -0.3, Y pestis TopoI 7, BoNT A protease inconclusive, Anthrax LF prot -28, TcdB GH inh 2.0, BH1578 lux ind inactive and 3CLpro inhibitor 1.
`COC(=O)c1cccc(NC(=S)Nc2cccc(Cl)c2Cl)c1` gave CCHF vOTU inh 20, DUSP3 inh -8, PfHsp40 yeast -1.3, Y pestis TopoI -11, BoNT A protease -1.0, PriA SSB inh -21, Anthrax LF prot -2, BH1578 lux ind -0.3 and 3CLpro inhibitor -6.
Cc1ccc(S(=O)(=O)N2[C@@H](c3ccccc3)C(C(=O)O)=CC[C@H]2c2cccc(Cl)c2)cc1 was read as CCHF vOTU inh -2, PfHsp40 yeast 4.4, Y pestis TopoI 0, BoNT A protease -0.1, PriA SSB inh -5, Anthrax LF prot -3, TcdB GH inh -0.6 and BH1578 lux ind inactive.
Screening O=C(c1ccc(N2CN(C(=O)c3ccco3)c3nc4ccccc4nc32)cc1)N1CCOCC1 returned CCHF vOTU inh -1, DUSP3 inh 8, PfHsp40 yeast -1.0, Y pestis TopoI 1, BoNT A protease 2.2, PriA SSB inh -8, Anthrax LF prot 9, TcdB GH inh 0.7, BH1578 lux ind 0.2 and 3CLpro inhibitor -2.
`COc1ccc(OCC(=O)NCCNC(=O)c2ccncc2)cc1` gave CCHF vOTU inh -1, DUSP3 inh -3, PfHsp40 yeast 0.0, Y pestis TopoI -6, BoNT A protease 0.5, PriA SSB inh -9, Anthrax LF prot -2, TcdB GH inh 0.5, BH1578 lux ind -0.4 and 3CLpro inhibitor -9.
`CC(C)(C)c1cc(CN2CCC(O)CC2)cc(C(C)(C)C)c1O` gave CCHF vOTU inh 16, DUSP3 inh 13, PfHsp40 yeast -0.9, Y pestis TopoI -11, BoNT A protease 0.0, PriA SSB inh -18, Anthrax LF prot -5, BH1578 lux ind -11 and 3CLpro inhibitor 1.
Screening CCc1ncc(C(O)c2cccc3ccccc23)n1C (stereo unspecified) returned CCHF vOTU inh -3, DUSP3 inh 8, PfHsp40 yeast -0.7, Y pestis TopoI 1, BoNT A protease 0.2, PriA SSB inh -3, Anthrax LF prot -10, BH1578 lux ind -0.2 and 3CLpro inhibitor -1.
